Assay outcomes as filed in PubChem.
DYRK1A inh = blocks rat Dyrk1A kinase activity. Q63470. ADP-Glo luminescence, NFATc1 peptide. inhibition, % at 12.5 µM. actives 0.43% (n = 310,000); in the data active = inhibition above about 50%;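 note: plate controls were vehicle with enzyme for no effect and no enzyme for full effect; many of its hits are not listed in these tables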
RGS4 inh = human RGS4 inhibition | P49798 | AID 463165 | HEK293 M3R/RGS4 inducible, Fluo-4 calcium flux; hits give high values; triggered by carbachol at its EC20 | B-score at 10 µM | actives 0.45% (n = 310,000);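 active = B-score, a plate-corrected calcium signal, over three deviations above library mean, with baseline fluorescence within five deviations of library mean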;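 note: RGS4 expression induced by doxycycline in cells with stable M3 receptor; B-score is computed from the integrated fluorescence ratio over baseline after carbachol; higher B-score means a larger calcium signal and so more RGS4 inhibition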
Target sequence (P49798 whole entry, looked up): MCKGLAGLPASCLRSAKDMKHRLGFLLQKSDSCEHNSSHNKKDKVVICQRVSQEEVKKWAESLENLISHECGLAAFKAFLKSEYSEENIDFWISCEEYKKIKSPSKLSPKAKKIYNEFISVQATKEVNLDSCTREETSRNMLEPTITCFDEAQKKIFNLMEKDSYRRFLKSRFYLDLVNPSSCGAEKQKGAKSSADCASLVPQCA
GSK3 alpha inh = inhibitors of human GSK-3 alpha kinase; inhibition, % at 10 µM; ADP-Glo luminescence, 60 min; actives 0.1% (n = 320,000); P49840;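 in the data active = inhibition above about 50%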;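 note: GST-tagged GSK-3 alpha with peptide substrate and 25 µM ATP; 0% = DMSO neutral wells and 100% = GW8510 positive control wells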
Target sequence (P49840 whole entry, looked up): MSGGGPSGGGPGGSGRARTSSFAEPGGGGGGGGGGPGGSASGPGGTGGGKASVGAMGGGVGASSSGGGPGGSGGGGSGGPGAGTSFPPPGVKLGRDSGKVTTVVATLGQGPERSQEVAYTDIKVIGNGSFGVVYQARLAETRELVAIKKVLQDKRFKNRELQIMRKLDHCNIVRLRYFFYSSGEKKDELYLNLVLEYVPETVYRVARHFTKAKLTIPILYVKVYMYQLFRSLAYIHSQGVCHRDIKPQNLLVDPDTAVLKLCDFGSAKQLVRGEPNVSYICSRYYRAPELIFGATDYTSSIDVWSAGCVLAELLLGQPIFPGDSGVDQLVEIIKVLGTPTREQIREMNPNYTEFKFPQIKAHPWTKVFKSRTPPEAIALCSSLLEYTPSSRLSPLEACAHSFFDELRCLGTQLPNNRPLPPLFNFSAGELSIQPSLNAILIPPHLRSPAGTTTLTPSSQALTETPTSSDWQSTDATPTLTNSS
KCNK3 inh = human KCNK3 channel inhibition, primary screen | O14649 | CHO-KCNK3 thallium flux, FluxOR fluorescence; hits give low values | B-score at 10 µM | actives 0.84% (n = 340,000) | AID 602410;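 active = B-score under library mean minus 4 SD, starting fluorescence ratio at most library mean plus 5 SD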;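 note: more negative B-score means stronger inhibition of thallium flux through KCNK3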
Target sequence (O14649 whole entry, looked up): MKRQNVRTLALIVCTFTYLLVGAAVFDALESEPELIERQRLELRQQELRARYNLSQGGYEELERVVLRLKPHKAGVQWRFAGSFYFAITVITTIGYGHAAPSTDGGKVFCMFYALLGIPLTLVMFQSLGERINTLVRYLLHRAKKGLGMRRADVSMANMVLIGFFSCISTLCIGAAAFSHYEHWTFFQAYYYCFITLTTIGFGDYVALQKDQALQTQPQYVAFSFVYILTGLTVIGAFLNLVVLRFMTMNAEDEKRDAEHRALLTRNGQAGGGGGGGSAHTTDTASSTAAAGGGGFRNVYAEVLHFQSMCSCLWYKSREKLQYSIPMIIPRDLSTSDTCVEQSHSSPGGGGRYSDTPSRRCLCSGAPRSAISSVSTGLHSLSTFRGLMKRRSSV
KCNQ1 pot = human KCNQ1 channel potentiation or activation. CHO-K1 KCNQ1, thallium flux FluxOR fluorescence; hits give high values. P51787. actives 0.35% (n = 310,000). B-score at 10 µM;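 active = fluorescence ratio B-score, a plate-corrected score, at least three library SD, with initial intensity B-score within 5 SD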
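Assay system: CHO-K1 cells stably expressing KCNQ1. Medium: assay buffer for compound exposure, DMSO matched across wells. Timing: 37 °C overnight plating, 90-min dark dye load, 20-min compound pretreatment. Signal: kinetic FluxOR fluorescence, 10 s baseline plus 110 s post-stimulus.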
PolyA inhibitor = yeast polyadenylation inhibition; S. cerevisiae SKY197-pL101 polyadenylation reporter, beta-gal luminescence; efflux-impaired pdr1/pdr3 knockout yeast; score 100 = 6 SD above DMSO; calls only at 12 µM; actives 0.02% (n = 300,000); AID 1875;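 active = lowest replicate activity score at least 50, where 100 means six control SD above control mean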;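 note: yeast exposed to compound for 9 h at 30 °C; higher score means more reporter readthrough which indicates perturbed polyadenylation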
RGS4 act = potentiators or activators of RGS4; HEK293 M3R/inducible RGS4, carbachol calcium flux Fluo4; hits give low values; AID 463111; B-score at 10 µM; actives 0.92% (n = 310,000);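 active = B-score of the integrated calcium signal more than 4 SD below the library mean, with starting fluorescence not abnormally high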;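 note: negative B-score means reduced calcium response which marks RGS4 activation or potentiation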
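System – HEK293 FlpIn-TREx cells, stable M3R, doxycycline-inducible RGS4 · Reagent – ECmax carbachol challenge · Times – compound preincubation 20 min at room temperature before agonist · Technique – Fluo4 fluorescence kinetic imaging of calcium · Measure – B score of integrated Fluo4 ratio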
KCNQ1 inh = inhibitors of human KCNQ1 potassium channel. B-score at 10 µM. CHO-K1 KCNQ1, FluxOR thallium flux fluorescence; hits give high values. actives 1.3% (n = 310,000). AID 2642;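 active = compounds whose thallium flux B-score, printed positive for inhibition, exceeds three library SD while starting fluorescence stays within three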;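 note: channel opened by potassium depolarization with thallium stimulus after 20 min compound exposure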
GSK3beta inhib = human GSK3beta kinase inhibition; GST-GSK3beta kinase, ADP-Glo luminescence, 60 min; hits give low values; activity score (negative = inhibition), % at 10 µM; actives 0.038% (n = 300,000); AID 2097;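 active = more than half of replicate wells score below -50%, meaning over 50% inhibition versus plate controls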;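 note: 0% = median DMSO wells and -100% = median GW8510 positive control wells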
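Test system: GST-fused GSK3beta enzyme, cell-free | Quantity: 1.6 ng GST-GSK3beta enzyme per well | Reagent: 25 µM ATP with peptide substrate | Schedule: 60 min enzyme reaction, room temperature | Signal: Luminescent ADP-Glo measurement of ADP formed | Read-out basis: Score relative to plate controls | Control set: DMSO and 20 µM GW8510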
hERG protect = shields human hERG channel from block by proarrhythmic agents; Q12809; CHO-hERG, FluxOR thallium flux, dofetilide IC70 present; activation (rescue from dofetilide block), less the hit threshold, % at 10 µM; actives 0.51% (n = 310,000);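 active = activation above the mean of controls blocked by dofetilide plus 5 SD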;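 note: thallium influx through hERG after potassium depolarization seen as dye fluorescence rise; in these data hits start at about 4.7%; inactives centre near -7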
KCNK9 inh = inhibitors of human KCNK9 two-pore domain potassium channel; Q9NPC2; HEK293 KCNK9, FluxOR thallium flux fluorescence; hits give low values; B-score at 10 µM; actives 1.2% (n = 310,000); AID 488922;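 active = ratio B-score over 3 SD below the library mean, with starting fluorescence within 5 SD of its mean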;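 note: negative B-score means less thallium flux so channel inhibition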
An asterisk follows results filed as active; i = inactive; . = no result given. Some of the compounds tested; rates above refer to the full screens.

SMILES	DYRK1A inh	RGS4 inh	GSK3 alpha inh	KCNK3 inh	KCNQ1 pot	PolyA inhibitor	RGS4 act	KCNQ1 inh	GSK3beta inhib	hERG protect	KCNK9 inh
COc1ccccc1NC(=O)c1cc[n+](C)cc1	5	i	-1	i	i	i	i	i	1	-9	i
COc1cc(C2NC(=O)N(C)C3=C2C(=O)CCC3)cc(OC)c1OC (stereo not drawn)	22	i	0	i	i	i	i	i	0	-3	i
CC(C)(C)c1ccc(Oc2ncccc2NC(=O)c2cccs2)cc1	.	i	-2	i	i	i	i	i	-1	-11	i
CCc1nn(CCCC(=O)N2CCN(c3ccc(OC)cc3)CC2)c(=O)c2cc3occc3n12	.	i	-1	i	i	i	i	i	2	-6	i
COc1ccc(-n2nc(C(=O)NCc3cc(OC)ccc3OC)c3c4ccccc4n(C)c3c2=O)cc1	-1	i	-4	i	i	i	i	i	1	-6	i
COc1cc(OC)cc(C(=O)N[C@H](C(=O)Nc2nc3ccccc3[nH]2)C(C)C)c1	0	i	.	i	i	i	i	i	1	-10	i
O=C(CN(C(=O)c1csnn1)c1cccc(C(F)(F)F)c1)NCc1ccc(F)cc1	-3	i	-2	i	i	i	i	i	.	-2	i
C/C(=N\O)C(C)(C)Nc1cccc(Br)c1	0	i	0	i	i	i	i	i	0	-6	i
COc1cc(/C=C(/C#N)c2ccc(C)cc2)ccc1Oc1ccc([N+](=O)[O-])cn1	.	i	-4	i	i	i	i	i	-1	1	i
CCN(CC)C(=O)CSc1nnc(CNc2ccc(F)cc2)o1	7	i	-2	i	i	i	i	i	0	-7	i
Cc1ccc(OC(C)C(=O)N2CC(=O)Nc3ccccc32)cc1 (stereo not drawn)	-1	i	1	i	i	i	i	i	3	-7	i
O=S1(=O)NC(=NCc2ccco2)c2ccccc21	13	i	1	i	i	i	i	i	-1	-3	i
CCOC(=O)N1CCN(C(=O)c2cccc(N3C(=O)NC4CC3(C)Oc3ccc(Cl)cc34)c2)CC1 (stereo not drawn)	-4	i	-2	i	i	i	i	i	.	-8	i
O=C(Nc1ccc(-c2nc3ccccc3c(=O)o2)cc1)c1ccco1	2	i	-2	i	i	i	i	i	-1	-1	i
COc1ccc(S(=O)(=O)Cc2ccc(C(=O)N3CCN(c4ccccc4F)CC3)o2)cc1	-1	i	1	i	i	i	i	i	1	-1	i
O=C(Cn1nnc2ccccc21)N/N=C/c1ccco1	1	i	-1	i	i	i	i	i	-3	-7	i
COc1ccc(-c2nsc3c(N4CCN(C(=O)c5ccco5)CC4)ncnc23)cc1	0	i	-2	i	i	i	i	i	-4	-9	i
CN(C)c1ccc(/C=C/c2nc3ccccc3c(=O)[nH]2)cc1	-2	i	-3	i	i	.	-7*	i	1	-9	i
COc1cnn(-c2ccc([N+](=O)[O-])cc2)c(=O)c1Cl	4	i	-1	i	i	i	i	i	-9	-7	i
CC1(C)CC(NC(=O)c2coc(=O)c(Br)c2)CC(C)(C)N1	7	4.7*	-5	i	i	.	i	i	-1	-10	i
CCOC(=O)C1CCN(S(=O)(=O)c2cc(C(=O)N3CCCCC3)ccc2OC)CC1	-6	i	-3	i	i	i	i	i	-3	-8	i
O=C(O)c1cccc(S(=O)(=O)N2CCN(Cc3ccc4c(c3)OCO4)CC2)c1	-4	i	-2	i	i	i	i	i	2	-2	i
Cc1ccc(C)c(N2CCN(C(=O)C3CCCN(S(=O)(=O)c4cnc[nH]4)C3)CC2)c1 (stereo not drawn)	10	i	-4	i	i	i	i	i	-1	-7	i
CCOC(=O)N1CCC(NC(=O)CCC(=O)N2CCOc3ccccc32)CC1	4	i	.	i	i	i	i	i	-2	-2	i
CN1C(=O)C(C)(C)c2cc(S(=O)(=O)N3CCN(c4ccc(F)cc4)CC3)ccc21	.	i	-3	i	i	i	i	i	1	-4	i
(next part)
SMILES	DYRK1A inh	RGS4 inh	GSK3 alpha inh	KCNK3 inh	KCNQ1 pot	PolyA inhibitor	RGS4 act	KCNQ1 inh	GSK3beta inhib	hERG protect	KCNK9 inh
CC(C)(C)NC(=O)CSc1nnc(-c2ccco2)n1Cc1ccco1	-6	i	10	i	i	i	i	i	-1	4.9*	i
O=C(c1cc2ccccc2oc1=O)N1CCN(CCc2ccccc2)CC1	7	i	-1	i	i	i	i	i	-1	-11	i
Cc1ccc(-c2nc3n(n2)Cc2ccccc2-3)cc1	8	i	2	i	i	i	i	i	1	-9	i
CC(C)(C)NC(=O)NCc1cccnc1	6	i	-3	i	i	i	i	i	-2	-4	i
COc1ccc(NC(=O)CCC(=O)N/N=C/c2cn(C)nc2C)cc1	-2	i	-1	i	i	i	i	i	-1	-10	i
C/C(=N/NC(=O)c1cc(Cl)ccc1O)C12CC3CC(CC(C3)C1)C2	-6	i	-8	i	i	i	i	i	-1	-7	i
Clc1ccc(CSc2nnc(-c3cccnc3)o2)cc1	8	i	1	i	i	i	i	i	-2	-7	i
COc1ccc(OC2CCN(C(=O)Nc3ccc(C)cc3)CC2)cc1	8	i	-2	i	i	i	i	i	0	-4	i
CC(=O)/C(C(=N)N1CCN(c2cccc(Cl)c2)CC1)=C(\C)O	.	i	-4	i	i	i	i	i	1	-10	i
O=C(Oc1cc(=O)oc2ccccc12)c1ccccc1	7	i	3	i	i	i	i	i	-5	-9	i
CCCCN(CC)CCNC(=O)Cn1cc2c(n1)-c1c(oc(C(=O)N3CCCC3)c1C)CC2	0	i	-1	i	i	i	i	i	-2	-4	i
CCCCCCN1CC(=O)N2[C@@H](Cc3c([nH]c4ccccc34)C2(C)C)C1=O	-6	i	-1	i	i	i	i	i	-1	-4	i
CCn1cc(C(=O)N(C)c2ccccc2F)c2cc(OC)c(OC)cc2c1=O	0	i	7	i	i	i	i	i	3	-6	i
CCc1nnc(NC=C2C(=O)OC(C)(C)OC2=O)s1	14	i	-1	i	i	i	i	i	3	-7	i
CC(C)N1CCC(=NNC(=O)c2cccs2)CC1	-1	i	-2	i	i	i	i	i	-2	-10	i
COc1cc(C=O)ccc1OCC(=O)Nc1cccc(S(=O)(=O)N(C)c2ccccc2)c1	-1	i	1	i	i	i	i	i	.	-5	i
CCCCn1cnc2c1c(=O)[nH]c(=O)n2CCCC	-2	i	-1	i	i	i	i	i	3	4	i
Cc1ccccc1N/C=C/C(=C(C#N)C#N)N(C)C	2	i	0	i	i	i	i	i	1	0	i
CC(C)Cn1c(N)c(C(=O)COC(=O)/C=C/c2cccs2)c(=O)n(C)c1=O	2	i	-2	i	i	i	i	i	-4	-7	i
O=C(NCC(c1ccco1)N1CCOCC1)c1ccc(F)cc1 (stereo not drawn)	25	i	1	i	i	i	i	i	0	-7	i
Cc1cccc(OCCCN2C(=O)C(=O)c3cc(C)ccc32)c1	-3	i	-1	i	i	i	i	i	-1	-12	i
CC(CNC(=O)c1cc(COc2ccc3ncccc3c2)on1)c1ccccc1 (stereo not drawn)	-2	i	-1	i	i	i	i	i	0	-18	i
COc1cccc(-c2ccc(NC(=O)C3CCCN(Cc4ccco4)C3)cc2)c1 (stereo not drawn)	-3	i	0	i	i	i	i	i	3	-13	i
CC(C)CN(C(=O)COC(=O)CNC(=O)c1ccccc1)c1c(N)n(Cc2ccccc2)c(=O)[nH]c1=O	-1	i	1	i	i	i	i	i	3	-12	i
CC(C)Oc1ccc(C(=O)Nc2ncn[nH]2)cc1	5	i	-1	i	i	i	i	i	3	-7	i

3 compounds from above, sorted by the number in GSK3beta inhib, low to high.
molecule | GSK3beta inhib
CC(C)N1CCC(=NNC(=O)c2cccs2)CC1 | -2
Cc1cccc(OCCCN2C(=O)C(=O)c3cc(C)ccc32)c1 | -1
COc1ccc(OC2CCN(C(=O)Nc3ccc(C)cc3)CC2)cc1 | 0

In the list so far, 3 contain a thiophene ring, fused or not:
SMILES	DYRK1A inh	RGS4 inh	GSK3 alpha inh	KCNK3 inh	KCNQ1 pot	PolyA inhibitor	RGS4 act	KCNQ1 inh	GSK3beta inhib	hERG protect	KCNK9 inh
CC(C)(C)c1ccc(Oc2ncccc2NC(=O)c2cccs2)cc1	.	i	-2	i	i	i	i	i	-1	-11	i
CC(C)N1CCC(=NNC(=O)c2cccs2)CC1	-1	i	-2	i	i	i	i	i	-2	-10	i
CC(C)Cn1c(N)c(C(=O)COC(=O)/C=C/c2cccs2)c(=O)n(C)c1=O	2	i	-2	i	i	i	i	i	-4	-7	i

(listing goes on)
SMILES	DYRK1A inh	RGS4 inh	GSK3 alpha inh	KCNK3 inh	KCNQ1 pot	PolyA inhibitor	RGS4 act	KCNQ1 inh	GSK3beta inhib	hERG protect	KCNK9 inh
CCNC(=S)Nc1ccc(-c2nc3ccccc3[nH]2)cc1	16	i	-2	i	i	i	i	i	-5	-52	i
O=C(N/N=C/c1sc(N2CCOCC2)nc1-c1ccccc1)c1ccc(O)cc1	-4	i	0	i	i	i	i	7*	-1	-12	i
Brc1ccccc1OCCCN1CCCCCC1	2	i	1	i	i	i	i	i	-6	-10	i
O=C1N(c2ccccc2)CCN1c1ccccc1	.	i	17	i	i	i	i	i	0	-4	i
O=C(CNC(=O)/C(=C\c1ccccc1)NC(=O)c1ccc(Br)cc1)OCc1ccccc1	11	i	-2	i	i	i	i	i	0	-6	i
CCOc1ccccc1-n1c(SCC(N)=O)nnc1-c1ccccc1	7	i	-1	i	i	i	i	i	-4	-10	i
CCc1cc2c3c([nH]c2cc1S(=O)(=O)NCCCOC)CC(C)(C)CC3=O	6	i	-3	i	i	i	i	i	0	-6	i
CCOc1ccc(S(=O)(=O)NC2CCCCCC2)cc1	-4	i	-4	i	i	i	i	i	0	-3	i
O=C(CSc1ccccc1)NCc1ccc(F)cc1	12	i	-3	i	i	i	i	i	0	-3	i
COc1ccccc1NS(=O)(=O)c1cc(NC(=O)c2ccccc2F)ccc1N1CCOCC1	1	i	-2	i	i	i	i	i	.	-12	i
COc1cccc(CNC(=O)C2CCCN(S(=O)(=O)c3c(C)n[nH]c3C)C2)c1 (stereo not drawn)	16	i	7	i	i	i	i	i	1	-5	i
O=C(COc1ccccc1)NCCSCc1ccccc1Cl	1	i	-1	i	i	i	i	i	1	-22	i
